# Screening results as filed in PubChem.
# GPR55 LPI antagonism – inhibition of LPI-stimulated GPR55 beta-arrestin translocation – imaging, U2OS, beta-arrestin-GFP, LPI agonist, primary screen (AID 2013); U2OS GPR55 beta-arrestin-GFP translocation imaging, LPI antagonism; higher % means a stronger effect; one-dose inhibition, % at 10 µM; IC50 in µM for titrated hits; 290,000 compounds, 0.13% hits;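 active = spots per cell inhibited over 60%, with over 100 cells counted and total cytoplasm intensity under 500,000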;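 also: U2OS cells stably carrying GPR55 and arrestin-GFP stimulated by 5 µM LPI near EC80; imaged beta-arrestin-GFP aggregate spots per cell after agonist stimulation; plate controls were LPI-stimulated DMSO wells for no effect and DMSO wells without LPI for full effect; some results filed as inactive read as strong as hits; confirmed hits need IC50 under 10 µM and bright autofluorescent wells are also inconclusive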
# GPR55 beta-arrestin – GPR55 agonists via beta-arrestin recruitment, primary screen, imaging, U2OS cells, beta-arrestin-GFP redistribution (AID 1961); activation, % at 10 µM; hits with a dose series show EC50 in µM; 290,000 compounds, 0.048% hits; U2OS GPR55 beta-arrestin-GFP redistribution imaging; higher % means a stronger effect;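 active = activation above 40% with more than 50 cells counted in the well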;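 also: U2OS osteosarcoma cells stably expressing GPR55 and beta-arrestin-GFP; plate controls were DMSO negative control for no effect and LPI positive control for full effect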
# PhoP inhibition – inhibitors of PhoP regulon expression, primary screen, Salmonella Typhimurium, GFP reporter (AID 1863); S. Typhimurium PhoP-regulated promoter GFP reporter, 4 h; higher % means a stronger effect; inhibition, % at 50 µM, or IC50 in µM where a hit was titrated; 300,000 compounds, 0.16% hits;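 active = inhibition over 29.93%, a cutoff 3 SD above the screen mean, later confirmed by dose response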;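 also: 0% = low Mg2+ inducing control and 100% = high Mg2+ repressing control; strong numbers were not always called active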
# KOR beta-arrestin-1 – KOR antagonists, beta-arrestin recruitment, cell-based, luminescence, uHTS (AID 1778); KOR beta-arrestin recruitment, luminescence, antagonist mode; higher % means a stronger effect; 290,000 compounds, 0.091% hits; inhibition, % at 10 µM; hits with a dose series show IC50 in µM; in the data active = inhibition above about 50%; also: strong numbers were not always called active
# West Nile virus CPE – West Nile virus antiviral activity, cell-based, CPE readout (AID 1621); West Nile virus-infected cells, CPE inhibition; higher % means a stronger effect; CPE inhibition, % at 10 µM, or IC50 in µM where a hit was titrated; 290,000 compounds, 0.02% hits; in the data active = a potency from the dose series; also: strong numbers were not always called active
# T cell modulator – modulates CD8 T cell binding to vesicles | 2C CD8+ T cell-vesicle binding, flow cytometry; hits give low values | calls only at 7 µM | 330,000 compounds, 0.068% hits | AID 2052;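 active = response, share of CD8 T cells binding vesicles, and their 90th percentile fluorescence all below set limits, cut at about 80% in these data, passing the limit was not always enough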
#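 Assay system: 2C TCR transgenic mouse naive CD8+ T cells, MACS-purified | Read-out: CD8+ gate FL2 mean fluorescence as % of same-row positive control | Signal: High-throughput flow cytometry with anti-B7-1 and anti-CD8 staining | Timing: Binding step 1.5 h, 37 °C, antibody labelling 20 min, ice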
# NTR1 agonist – agonists of NTR1, primary screen, imaging, U2OS cells, beta-arrestin-GFP, high content (AID 493036); P30989; 330,000 compounds, 0.17% hits; activation, % at 20 µM; NTR1-U2OS beta-arrestin-GFP spot imaging, agonist mode;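 active = activation at or above 40% of the spot to cytoplasm intensity ratio, with at least 20 cells analyzed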;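 also: 0% = DMSO without peptide and 100% = 100 nM NTR1 peptide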
# Target sequence (P30989 whole entry, looked up): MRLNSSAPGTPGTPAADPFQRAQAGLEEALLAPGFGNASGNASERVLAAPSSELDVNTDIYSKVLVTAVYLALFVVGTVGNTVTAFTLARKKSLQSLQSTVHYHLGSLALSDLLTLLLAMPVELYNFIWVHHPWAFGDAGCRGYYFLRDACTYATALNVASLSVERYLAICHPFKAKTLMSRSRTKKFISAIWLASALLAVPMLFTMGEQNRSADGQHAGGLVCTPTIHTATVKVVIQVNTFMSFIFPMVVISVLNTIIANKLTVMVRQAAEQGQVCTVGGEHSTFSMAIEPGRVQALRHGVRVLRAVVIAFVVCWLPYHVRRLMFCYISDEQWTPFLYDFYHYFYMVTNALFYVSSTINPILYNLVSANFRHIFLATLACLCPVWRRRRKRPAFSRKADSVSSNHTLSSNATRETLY
# KOR beta-arrestin-2 – kappa opioid receptor activators – cell-based, luminescence, uHTS, primary screen (AID 1777); activation, % at 10 µM; hits with a dose series show EC50 in µM; 280,000 compounds, 0.02% hits; KOR beta-arrestin recruitment, luminescence; higher % means a stronger effect; in the data active = activation above about 50%, passing the limit was not always enough; also: a part of the inactive calls stands beside numbers as strong as those of hits
# GPR35 antagonists – inhibition of zaprinast-stimulated GPR35 beta-arrestin translocation – imaging, U2OS, beta-arrestin-GFP, zaprinast agonist, primary screen (AID 2058); one-dose inhibition, % at 10 µM; IC50 in µM for titrated hits; U2OS GPR35 beta-arrestin-GFP translocation imaging, zaprinast antagonism; higher % means a stronger effect; 290,000 compounds, 0.052% hits;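 active = inhibition of at least 50% with at least 30 cells and total cytoplasm GFP at most 10,000,000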
# T cell modulator vesicle-bound % – second read-out of T cell modulator, no call of its own (marks repeat the call); double positive events, %; measured here: CD8+ vesicle-bound cell fraction;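 binding gate set so that unloaded-vesicle control wells show 10% double positive cells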
# NTR1 agonist cell count 20 µM – further read-out of NTR1 agonist, marked with its call; cell count; measured here: cell count, cytotoxicity flag
# Numbers without * were called inactive; i = inactive; nt = no result given; [ ] = remark or other dose.
1	Cc1oc(/N=C/c2ccc(F)cc2)c(C#N)c1C
2	O=C1NC(=S)N/C1=C/c1cccnc1
3	COc1cccc(NC(=O)CCN2C(=O)c3cccc([N+](=O)[O-])c3C2=O)c1
4	Cc1ccccc1-c1nc(CS(=O)(=O)CC(=O)NCCCN2CCCC2=O)c(C)o1
5	O=C(CCC(=O)Nc1ccccc1)N/N=C/C=C/c1ccccc1
6	COc1ccccc1NC(=S)N(CCc1ccc(OC)c(OC)c1)Cc1ccccn1
7	Cc1ccc(-c2cc(C(=O)NCC3CCCO3)c3ccccc3n2)cc1C (stereo unspecified)
8	COc1ccc(C(C[N+](=O)[O-])c2c(C)cc3ccccn23)cc1 (stereo unspecified)

Compound	1	2	3	4	5	6	7	8
KOR beta-arrestin-1	-26%[20 µM]	38%	17%	-13%	nt	20%	-19%	-77%
T cell modulator	i	i	nt	i	i	i	i	i
NTR1 agonist	2.4	1.4	-1.0	-0.1	-0.6	0.8	1.2	22
GPR55 LPI antagonism	1%	0%	7%	-4%	-1%	-3%	33%	-2%
PhoP inhibition	9%	-8%	0%	-6%	-24%	0%	-8%	-2%
NTR1 agonist cell count 20 µM	63	43	68	59	53	50	63	28
T cell modulator vesicle-bound %	58	15	nt	23	22	17	8	64
GPR55 beta-arrestin	-0.3%	1.1%	0.0%	-0.1%	-0.1%	0.5%	-0.3%	0.4%
West Nile virus CPE	-0.8%	0.1%	-0.1%	1.2%	0.1%	-1.2%	1.5%	-0.9%
GPR35 antagonists	8%	-16%	1%	-2%	-6%	2%	-2%	6%
KOR beta-arrestin-2	-4.8%	3.1%	-3.4%	-2.3%	nt	-4.6%	5.6%	-1.2%

9	CCOc1ccc(S(=O)(=O)N(C)CC(=O)NCc2ccco2)cc1
10	C=CCn1c(C)cc(-c2csc(N)n2)c1C
11	O=C(COc1ncnc2sccc12)Nc1ccc2c(c1)OCCO2
12	O=C(CNC(=O)c1ccc(Cl)cc1Cl)Nc1ccc(F)cc1
13	Cc1cc(C)nc(N/N=C/c2c[nH]c3ccccc23)n1
14	Cc1ccc(C(=O)NCc2occc2C(=O)O)o1
15	COc1ccc(CNc2nc(-c3cccnc3)nn2C(=O)CC(C)C)cc1
16	Nc1nonc1-c1noc(-c2ccccc2Br)n1
17	COc1ccc(CNC(=O)CNC(=O)c2c(C)nn(C)c2Cl)cc1
18	Cc1cc(C(=O)C(=O)O)c(C)n1-c1ccc(Cl)c(Cl)c1
19	COc1ccc(N2CCN(C(=O)c3c(C)nn(-c4ccccc4)c3C)CC2)cc1

Compound	9	10	11	12	13	14	15	16	17	18	19
KOR beta-arrestin-1	5%	13%	10%	15%	24%	-9%	10%	2%	-6%[20 µM]	-5%[20 µM]	nt
T cell modulator	i	i	i	i	i	i	i	i	i	i	i
NTR1 agonist	2.3	1.2	-1.2	0.0	3.5	4.5	4.2	0.4	1.2	-0.3	1.9
GPR55 LPI antagonism	-2%	18%	7%	5%	-1%	2%	10%	10%	5%	-1%	3%
PhoP inhibition	4%	12%	0%	0%	-3%	4%	5%	22%	-5%	-1%	5%
NTR1 agonist cell count 20 µM	37	60	93	63	46	79	31	51	48	57	56
T cell modulator vesicle-bound %	26	46	11	56	65	44	32	42	36	43	43
GPR55 beta-arrestin	-0.3%	0.3%	-0.1%	0.9%	0.5%	0.3%	-0.2%	-0.5%	1.0%	-0.1%	-0.4%
West Nile virus CPE	-0.4%	-0.4%	-0.4%	-0.1%	0.7%	-0.1%	-0.1%	0.3%	1.2%	1.3%	1.5%
GPR35 antagonists	3%	4%	4%	-7%	2%	6%	-8%	-4%	6%	6%	12%
KOR beta-arrestin-2	-2.1%	-1.0%	4.0%	-3.9%	-5.4%	-2.1%	3.9%	-1.7%	-0.5%	-1.3%	-1.0%

# Part of the list above, with tabs.
No.	smiles	KOR beta-arrestin-1	T cell modulator	NTR1 agonist	GPR55 LPI antagonism	PhoP inhibition	NTR1 agonist cell count 20 µM	T cell modulator vesicle-bound %	GPR55 beta-arrestin	West Nile virus CPE	GPR35 antagonists	KOR beta-arrestin-2
8	COc1ccc(C(C[N+](=O)[O-])c2c(C)cc3ccccn23)cc1 (stereo unspecified)	-77%	i	22	-2%	-2%	28	64	0.4%	-0.9%	6%	-1.2%
9	CCOc1ccc(S(=O)(=O)N(C)CC(=O)NCc2ccco2)cc1	5%	i	2.3	-2%	4%	37	26	-0.3%	-0.4%	3%	-2.1%
10	C=CCn1c(C)cc(-c2csc(N)n2)c1C	13%	i	1.2	18%	12%	60	46	0.3%	-0.4%	4%	-1.0%
11	O=C(COc1ncnc2sccc12)Nc1ccc2c(c1)OCCO2	10%	i	-1.2	7%	0%	93	11	-0.1%	-0.4%	4%	4.0%
12	O=C(CNC(=O)c1ccc(Cl)cc1Cl)Nc1ccc(F)cc1	15%	i	0.0	5%	0%	63	56	0.9%	-0.1%	-7%	-3.9%
13	Cc1cc(C)nc(N/N=C/c2c[nH]c3ccccc23)n1	24%	i	3.5	-1%	-3%	46	65	0.5%	0.7%	2%	-5.4%
14	Cc1ccc(C(=O)NCc2occc2C(=O)O)o1	-9%	i	4.5	2%	4%	79	44	0.3%	-0.1%	6%	-2.1%
15	COc1ccc(CNc2nc(-c3cccnc3)nn2C(=O)CC(C)C)cc1	10%	i	4.2	10%	5%	31	32	-0.2%	-0.1%	-8%	3.9%
16	Nc1nonc1-c1noc(-c2ccccc2Br)n1	2%	i	0.4	10%	22%	51	42	-0.5%	0.3%	-4%	-1.7%
